# SK-BR-3 tox 24h: SK-BR-3 proliferation inhibitors; actives 0.47% (n = 41,000); viability, % at 10 µM; SK-BR-3 viability, CellTiter-Glo ATP luminescence, 24 h; stronger effect = lower value;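 active = viability at or below the median of all test compounds minus 3 SD, in both replicates if run twice, cut at about 45% in these data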;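 note: 100% = median untreated cell wells and 0% = median positive control drug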
# An asterisk follows results filed as active. An excerpt, so the mix of outcomes need not match the whole.
SMILES,SK-BR-3 tox 24h
O=C(O)c1nsc(Cl)c1Cl,79.2
Cc1ccc(CC2CC(=O)N(c3ccc4c(c3)OCCO4)C2=O)cc1 (stereo unspecified),100.5
O=C(Nc1nncs1)Oc1ccccc1,94.5
COc1ccc(N(C)C(=O)CCS(=O)(=O)c2cccc3nonc23)cc1,93.4
CC(=O)c1cccc(NS(=O)(=O)N2CCCCC2)c1,95.7
O=C(Oc1ccccc1C(=O)N1CCOCC1)c1ccccc1,106.7
Cc1csc2nc3ccccc3c(=O)n12,100.0
CN=c1scc(C)n1/N=C/c1ccc(O)cc1,96.9
Cc1cc(Cl)ccc1OCCCC(=O)NC1CCN(C)CC1,80.6
CCCn1c(=O)[nH]c(=O)c2[nH]cnc21,82.9
COc1ccc(CNc2ccc3cn[nH]c3c2)c(OC)c1OC,94.4
O=C(CN1CCN(Cc2ccccc2)CC1)c1c[nH]c2ccccc12,76.8
c1c2c(cc3sc(N4CCCCC4)nc13)OCO2,68.8
COc1ccccc1NC(=O)COc1ccc(C(=O)OCC(=O)N2CCCC2=O)cc1OC,82.4
Cc1ccc(-c2nn[nH]n2)o1,92.5
Cc1ccc(-c2nnc(N(C)C(=O)c3cccnc3)s2)cn1,76.6
O=C(C1CC1)N1CCN(c2nc3ccccc3s2)CC1,94.1
CC1=C(C(=O)N2CCOCC2)C(c2cc(C)cs2)NC(=O)N1 (stereo unspecified),82.0
O=C(N(c1ccccc1)c1ccccc1)n1ccnc1,84.2
COc1ccc(C2Nc3ccccc3C(=O)N2O)cc1OC (stereo unspecified),128.3
CC(C)OC(=O)[C@H]1[C@H](c2ccc(Cl)cc2)[C@@](C#N)(C(N)=O)[C@@H]2C=CC(C(N)=O)=CN21,75.3
CCOC(=O)c1ccc(NC(=O)CSc2nnc(CNc3ccc(OC)cc3)n2C)cc1,88.7
CCc1cc(C(=O)NCCN(C)C)cs1,77.2
CCOc1ccc2[nH]c3c(N4CCN(c5ccccn5)CC4)ncnc3c2c1,49.3
CCCCCCC(=O)Nc1c(O)c2ccccc2[nH]c1=O,118.3
Cc1ccc(C2(C(F)(F)F)NC(=O)N3CCN=C3S2)cc1 (stereo unspecified),116.5
CCOC(=O)CNc1nnc(SCC(=O)OCC)[nH]c1=O,80.9
C=CCn1nnnc1SCC(=O)Nc1cccc(OC)c1,93.6
CCN(Cc1ccccc1)C(c1cc2cc(C)ccc2[nH]c1=O)c1nnnn1CCOC (stereo unspecified),97.8
Cc1ccccc1N1CC(c2nc3ccccc3[nH]2)CC1=O (stereo unspecified),94.0
O=C(Nc1cccc(F)c1)C1CCN(c2nnnn2-c2ccccc2)CC1,78.0
C=CCn1c(SCC(=O)Nc2cccc(C)c2)nnc1-c1cnccn1,75.9
O=C(c1ccccc1)c1ccccc1C(=O)N1CCCC1,115.0
Cc1onc(-c2ccccc2Cl)c1C(=O)NCCN1Cc2ccccc2C1=O,103.6
Cc1ccc(C(=O)NCCCC(=O)O)o1,107.6
COc1cc(NC(=O)c2ccco2)c(OC)cc1NC(=O)Nc1ccc(Cl)cc1,65.9
O=C1CC(c2ccccc2)Cc2nc(N3CCc4ccccc43)ncc21 (stereo unspecified),81.3
O=C(Nc1ccc(Cl)cc1)C1CC2CCCC(C1)C2=O (stereo unspecified),78.7
Cc1ccn2cc(C(=O)Nc3ccc4c(c3)OCCO4)nc2c1,76.0
O=C(NCc1ccccc1Cl)c1cnn2cccnc12,94.7
CCN(CC)S(=O)(=O)c1ccc(Cl)c(C(=O)NC)c1,95.0
CCC(=O)Nc1c(C(=O)N2CCCCCC2)cnn1-c1ccc(C)c(C)c1,93.0
COc1ccc(N2CCN(c3ncnc4c3cnn4-c3ccc(C)cc3C)CC2)cc1,82.7
O=C(CN1C(=O)C2C3C=CC(C3)C2C1=O)NCCc1ccccc1 (stereo unspecified),91.4
Cc1ccc(S(=O)(=O)N2CCC(C(=O)Nc3ccccc3N3CCCCC3)CC2)cc1,96.7
C=CCOn1c(=O)c(-c2cc3ccccc3o2)[n+]([O-])c2ccccc21,77.8
Nc1c(NCCC2=CCCCC2)c(=O)[nH]c(=O)n1Cc1ccccc1,88.0
CC(C)(C)c1nc2scc(-c3cccs3)c2c(=O)o1,79.5
O=C(CCC1COc2ccccc2O1)NCC1COc2ccccc2O1 (stereo unspecified),107.2
O=C1CC(c2ccco2)Cc2nc(Nc3ccc(F)cc3)ncc21 (stereo unspecified),96.7

# Further results
SMILES,SK-BR-3 tox 24h
COc1ccc(OC)c(N(CC(=O)N2CCN(c3cc(Cl)ccc3C)CC2)S(C)(=O)=O)c1,97.7
COc1cc2cc(CN(C(=O)NC3CCCCC3)C3CCCC3)c(=O)[nH]c2cc1OC,88.7
COc1ccccc1N(CC(=O)Nc1ccccc1C)S(C)(=O)=O,63.6
CN1C(=O)c2ccccc2C(C(=O)O)C1c1cccc(F)c1 (stereo unspecified),94.7
COCCNC(=O)C1CC(=O)N(C2CCCCC2)C1 (stereo unspecified),106.1
Cc1cc(-c2ccccc2)nc(=O)[nH]1,89.4
CC1CCN(C(c2ccc(N(C)C)cc2)c2nnnn2Cc2ccccc2)CC1 (stereo unspecified),115.3
COc1ccc(NC(=O)CN(C)S(=O)(=O)c2cccs2)cc1,100.1
COCCn1nnnc1CN1CCC(Cc2ccccc2)CC1,98.3
CC(C)=CCc1c(C)nc2ccccc2c1C(=O)O,100.5

# Some of these compounds in order of length of the SMILES, lowest first:
SMILES,SK-BR-3 tox 24h
Cc1cc(-c2ccccc2)nc(=O)[nH]1,89.4
COCCn1nnnc1CN1CCC(Cc2ccccc2)CC1,98.3
COc1ccc(OC)c(N(CC(=O)N2CCN(c3cc(Cl)ccc3C)CC2)S(C)(=O)=O)c1,97.7

# Further records:
SMILES,SK-BR-3 tox 24h
Cc1cc(C(=O)NCc2cccs2)c(C)o1,97.3
O=C(c1ccc(-c2nnc(-c3ccccc3)o2)cc1)N1CCCCCC1,98.2
COCCCn1c(SCC(=O)NC2CCCCC2)nnc1-c1ccncc1,54.7
Cc1cc(C)c(C(N)=O)c(Nc2cccc(Cl)c2C)n1,93.2
CCOC(=O)C(C(C)=O)c1nc(C)nc2c1nnn2Cc1ccccc1Cl (stereo unspecified),82.9
COc1ccc(NC(=O)c2cc(-c3cc(C)ccc3O)n[nH]2)cc1Cl,104.6
Cn1c(=O)n(Cc2ccc(F)cc2)c(=O)c2c1nc1n2CCCN1Cc1ccccc1,97.5
CCCS(=O)(=O)N1CCN(Cc2ccc(OCc3ccccc3)c(OC)c2)CC1,76.6
COc1ccccc1N(CC(=O)NC1CCCC1)C(=O)CCC(=O)Nc1cc(C)on1,96.0
CCOC(=O)C(NC(=O)c1ccc(OC)cc1)(OCC1(CC)COC1)C(F)(F)F (stereo unspecified),86.3
O=C(c1cnn2c1NC(c1ccc(Br)cc1)CC2C(F)(F)F)N1CCN2CCCC2C1 (stereo unspecified),85.7
O=C(Nc1nn(Cc2ccccc2F)cc1Br)c1cccs1,98.6
CCOC(=O)N1CCN(C(=O)c2cccc(NC(=O)c3ccco3)c2)CC1,96.0
Cc1cc(NCCCN2CCOCC2)n2ncc(-c3ccccc3)c2n1,84.0
Cc1cccc(-c2noc(CN(C(=O)c3ccc(Br)o3)C(C)C)n2)c1,81.6
O=C(CCN1CCc2ccccc2C1)Nc1ccccc1F,94.7
CCSc1nc2ccccc2n1CCC(=O)O,128.5
Cc1csc2ncc(C(=O)NCc3ccco3)c(=O)n12,92.8
COC(=O)Cn1cc(C(=O)OC)c2ccccc21,89.5
CC(=O)Nc1nc(CC(C)C)cc(-c2ccco2)c1C#N,103.8
O=C(O)c1cc2ccc3ccccc3c2[nH]1,100.9
Fc1cccc2sc(Nc3nnc(-c4ccccc4)o3)nc12,92.7
O=C(O)C1CCN(S(=O)(=O)c2cccnc2)CC1,94.9
COc1cccc(-c2cc(C(=O)Nn3cnnc3)c3ccccc3n2)c1,96.5
COc1ccc(-c2nnn(CC(=O)N(CC(=O)NCCC(C)C)Cc3cccs3)n2)cc1OC,67.6
COC(=O)C1C2C=CC3(CN(CC4CCCO4)C(=O)C13)O2 (stereo unspecified),103.6
CCOc1cc(C)c(Cl)cc1S(=O)(=O)n1nnc2ccccc21,82.6
O=C(Cn1cnc2sc(-c3ccccc3)cc2c1=O)NCc1ccco1,106.8
COc1ccccc1-n1nnnc1S(=O)(=O)Cc1ccc(Cl)cc1,95.1
COC(=O)[C@@H](NC(=O)Nc1ccccc1F)C(C)C,99.3
Cc1ccc(C)c(S(=O)(=O)NC(CC(C)C)C(=O)O)c1 (stereo unspecified),82.8
O=c1nc2n(c3c4c(sc13)CCC4)CCC2,82.5
Nc1nc2c3ccccc3nc(C3CC3)n2n1,89.1
N#Cc1sc2nc3c(c(-c4ccco4)c2c1N)CCCC3,86.5
O=c1c(C(c2nnnn2C2CCCCC2)N2CCCCC2)coc2ccc(Cl)cc12 (stereo unspecified),103.2
CCCn1c(NCc2cc(C)ccc2O)nc2ccccc21,72.8
CCN(CC)CCCn1c(C)cc2c(c1=O)C(c1cc(OC)c(OC)cc1OC)C(C#N)=C(N)O2 (stereo unspecified),102.5
CCOC(=O)COn1c(=O)c(-c2cccs2)[n+]([O-])c2ccccc21,82.7
CCc1nc2sc3c(c2c(=O)n1N)CCC3,84.0
Clc1ccc(OCc2nnc(SCc3nnc(-c4ccccc4)o3)o2)c(Cl)c1,99.5
COC(=O)c1ccccc1NC(=O)C1CCN(C(=O)c2cc(OC)c(OC)c(OC)c2)CC1,85.7
O=C(c1cccc(F)c1)N1CCN(CC2CC3C=CC2C3)CC1 (stereo unspecified),99.2
O=C(Cn1nc(C(F)(F)F)c2c1CCCCC2)N1CCOCC1,92.0
CC1(C)CC(=O)C2=C(C1)NC(=O)CC2c1cc(F)ccc1F (stereo unspecified),89.5
[O-]/[N+](=C\c1ccc(OC(F)F)cc1)c1ccccc1,108.3
COC(=O)Cc1cnc(NC(=O)C2C3CCC(C3)C2C(=O)O)s1 (stereo unspecified),90.0
CCOC(=O)C1(Cc2ccccc2)NC(c2ccccc2F)C2C(=O)N(CC)C(=O)C21 (stereo unspecified),89.2
COc1ccc(N2CCN(C(=O)CCNS(=O)(=O)c3ccc(Br)s3)CC2)cc1,78.6
Cc1cc2ncn(S(=O)(=O)N3CCCCC3)c2cc1C,90.4
O=C(CCC(=O)N1CCc2ccccc21)Nc1ccccc1,138.6

# (further entries)
SMILES,SK-BR-3 tox 24h
CC(C)C(=O)Nc1ccc(C(=O)N2CCN(C(=O)c3ccco3)CC2)cc1,85.3
COc1cc2c(C(=O)N3CCN(C)CC3)c(C)oc2cc1Br,94.1
Cc1nn(-c2ccccc2)c2c1C(O)n1c(nc3ccccc31)S2 (stereo unspecified),77.6
Cc1occc1C(=O)OCC(=O)Nc1ccc(F)cc1,93.2
COCCNC(=O)c1ccc(NS(=O)(=O)c2cc(C)ccc2C)cc1,85.5
COc1cc(NC(=O)c2ccc(Br)o2)ccc1NC(=O)c1ccccc1Cl,93.9
CCOC(=O)CSC1=C(C#N)C(=O)NC2(CCCCC2)S1,99.1
CCn1c(=N)n(CC(=O)c2ccco2)c2ccccc21,118.1
Cc1nn(CC(=O)NC(C)c2ccccc2)c(=O)c2ccccc12 (stereo unspecified),108.0
CCN1C(=O)C(NC(C)=O)c2cc(Br)ccc21 (stereo unspecified),78.4
O=C(COc1cccc(OC(F)F)c1)Nc1ccc(SC(F)F)cc1,84.8
O=C(N1CCOCC1)N1CCC(n2nnc3ccccc32)CC1,97.9
CCC(=O)Nc1c2c(nn1-c1ccccc1C)CSC2,84.2
CCN1C(=S)SC(=O)C1=C1C=C(C)N(CCO)C(C)=C1,92.2
COC(=O)C(CC(C)C)Oc1ccc2c(C)cc(=O)oc2c1 (stereo unspecified),89.5
COc1ccccc1NC1=NC(c2ccc(Cl)cc2)N=C(N)N1 (stereo unspecified),79.6
COc1cccc(-n2nnnc2SCC(=O)c2cc(OC)ccc2OC)c1,66.4
O=C(Nc1ccc2c(c1)OCO2)N1CCN(S(=O)(=O)c2ccc(Cl)cc2)CC1,89.8
N#Cc1nc(COc2ccc(Cl)cc2Cl)oc1N1CCOCC1,101.6
CCN(CC)CCCNC(CC(=O)O)C(=O)O (stereo unspecified),48.1
O=C(NCc1cccnc1)c1cc(-c2ccccc2)on1,81.8
Cc1cc(NC(=O)COn2nnc3ccc(Cl)cc32)no1,112.6
COC(=O)COc1ccc(S(=O)(=O)Nc2ccccc2C(=O)OC)cc1,103.1
COc1cc(-c2nn3c(Cc4ccccc4)nnc3s2)cc(OC)c1OC,93.8
COc1cccc(-c2nnc(SCC(=O)Nc3cc(C)ccc3OC)n2N)c1,110.9
COCCNC(=O)C(C)OC(=O)c1cc2occc2n1C (stereo unspecified),78.4
Cn1c(CNc2ccccn2)c(C#N)c2ccccc21,91.9
COC(=O)C1=C(C)N=C2SCCC(=O)N2C1c1ccc(C(=O)OC)cc1 (stereo unspecified),97.7

# Of the compounds above, 18 contain a furan ring, fused or not:
SMILES,SK-BR-3 tox 24h
Cc1ccc(-c2nn[nH]n2)o1,92.5
Cc1ccc(C(=O)NCCCC(=O)O)o1,107.6
COc1cc(NC(=O)c2ccco2)c(OC)cc1NC(=O)Nc1ccc(Cl)cc1,65.9
C=CCOn1c(=O)c(-c2cc3ccccc3o2)[n+]([O-])c2ccccc21,77.8
O=C1CC(c2ccco2)Cc2nc(Nc3ccc(F)cc3)ncc21 (stereo unspecified),96.7
Cc1cc(C(=O)NCc2cccs2)c(C)o1,97.3
CCOC(=O)N1CCN(C(=O)c2cccc(NC(=O)c3ccco3)c2)CC1,96.0
Cc1cccc(-c2noc(CN(C(=O)c3ccc(Br)o3)C(C)C)n2)c1,81.6
Cc1csc2ncc(C(=O)NCc3ccco3)c(=O)n12,92.8
CC(=O)Nc1nc(CC(C)C)cc(-c2ccco2)c1C#N,103.8
O=C(Cn1cnc2sc(-c3ccccc3)cc2c1=O)NCc1ccco1,106.8
N#Cc1sc2nc3c(c(-c4ccco4)c2c1N)CCCC3,86.5
CC(C)C(=O)Nc1ccc(C(=O)N2CCN(C(=O)c3ccco3)CC2)cc1,85.3
COc1cc2c(C(=O)N3CCN(C)CC3)c(C)oc2cc1Br,94.1
Cc1occc1C(=O)OCC(=O)Nc1ccc(F)cc1,93.2
COc1cc(NC(=O)c2ccc(Br)o2)ccc1NC(=O)c1ccccc1Cl,93.9
CCn1c(=N)n(CC(=O)c2ccco2)c2ccccc21,118.1
COCCNC(=O)C(C)OC(=O)c1cc2occc2n1C (stereo unspecified),78.4

# Compound activity from PubChem.
